HSF-1 act = increases HSF-1 driven luciferase reporter signal; AID 504408; activation, % at 9 µM; NIH3T3-HGL HSF-1 luciferase reporter, MG132, 8 h; 100% = twice DMSO control signal; actives 1.7% (n = 300,000);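 active means mean replicate activation of at least 50% with a set share of replicates each reaching 50%; inconclusive means only one of those two conditions met; inactive means mean below 50% and too few replicates reaching it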;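 further: 0% = median of the neutral control wells and 100% = twice that signal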
AI-2 QS modul = modulators of Vibrio harveyi AI-2 quorum sensing system; AID 2094; actives 0.4% (n = 300,000); activity change, % at 7.5 µM; Vibrio harveyi JMH597 AI-2 luminescence/OD600 ratio, 9 h; hits give low values; strain lacks LuxN and CqsS sensors; 0 = neutral-control median; in the data active means activity change below about -75%, passing the limit was not always enough; inconclusive means no clear call, values can overlap the other calls;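 further: luminescence divided by OD600 gain over 9 h not by final OD600 alone; inactives centre near 13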
HSP90 inh = blocks HSP90-mediated luciferase refolding in reticulocyte lysate; inhibition, % at 5.6 µM; Rabbit reticulocyte lysate, luciferase refolding luminescence, 3 h; actives 0.91% (n = 290,000);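 active means inhibition above the screen-wide mean plus 3 SD, computed separately per campaign, cut at about 16% in these data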;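 further: 0% = DMSO wells and 100% = 60 µM geldanamycin wells; inhibitors lower the luminescence because luciferase stays unfolded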
GSK3 alpha inh = human GSK-3 alpha kinase inhibition; actives 0.1% (n = 320,000); ADP-Glo luminescence, 60 min; AID 2650; inhibition, % at 10 µM; P49840;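 in the data active means inhibition above about 50%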;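 further: GST-tagged GSK-3 alpha with peptide substrate and 25 µM ATP; 0% = DMSO neutral wells and 100% = GW8510 positive control wells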
PolyA inhibitor = yeast polyadenylation inhibition; S. cerevisiae SKY197-pL101 polyadenylation reporter, beta-gal luminescence; efflux-impaired pdr1/pdr3 knockout yeast; score 100 = 6 SD above DMSO; calls only at 12 µM; AID 1875; actives 0.02% (n = 300,000);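 active means lowest replicate activity score at least 50, where 100 means six control SD above control mean; inconclusive means lowest score under 50 but half or more replicates reach 50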;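 further: yeast exposed to compound for 9 h at 30 °C; higher score means more reporter readthrough which indicates perturbed polyadenylation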
HSF1 inhib = HSF1 inhibition. NIH3T3-HGL HSE-luciferase, MG132-induced, luminescence 8 h; hits give low values. AID 2098. activity change, negative = inhibition, % at 7.5 µM (by protocol). actives 0.77% (n = 300,000);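 active means more than half of replicate wells show activity change below -50%, luminescence cut by over half; inconclusive means some wells, but at most half, below -50%; inactive means no replicate well below -50%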;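 further: luciferase reports HSF-1 transcriptional activity via heat shock element; 0% = median of DMSO wells and -100% = zero luminescence signal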
GSK3beta inhib = blocks human GSK3beta kinase activity. P49841. GST-GSK3beta kinase, ADP-Glo luminescence, 60 min; hits give low values. activity score (negative = inhibition), % at 10 µM. actives 0.038% (n = 300,000);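 active means more than half of replicate wells score below -50%, meaning over 50% inhibition versus plate controls; inconclusive means some replicates but at most half score below -50%; inactive means no replicate scores below -50%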;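 further: 0% = median DMSO wells and -100% = median GW8510 positive control wells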
Target sequence (P49841 whole entry, looked up): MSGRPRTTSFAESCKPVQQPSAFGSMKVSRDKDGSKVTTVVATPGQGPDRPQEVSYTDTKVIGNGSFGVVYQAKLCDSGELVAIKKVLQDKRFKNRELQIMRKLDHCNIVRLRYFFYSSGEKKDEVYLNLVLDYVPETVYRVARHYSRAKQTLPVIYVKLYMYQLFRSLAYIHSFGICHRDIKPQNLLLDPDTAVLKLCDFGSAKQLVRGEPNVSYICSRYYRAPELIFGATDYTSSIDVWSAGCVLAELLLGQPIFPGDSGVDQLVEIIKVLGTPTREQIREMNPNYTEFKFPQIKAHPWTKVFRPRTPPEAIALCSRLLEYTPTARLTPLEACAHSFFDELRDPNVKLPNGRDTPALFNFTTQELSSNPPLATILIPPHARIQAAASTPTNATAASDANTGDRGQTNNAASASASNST
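Assay system: GST-fused GSK3beta enzyme, cell-free / Medium: Tris pH 7.5 buffer with MgCl2, DTT, BSA, heparin / Also added: peptide substrate plus 25 µM ATP (final) / Compound: 10 µM single point / Timing: kinase reaction with compound 60 min at room temperature / Detection: ADP-Glo luminescence / Benchmarks: DMSO neutral wells and GW8510 at 20 µM as positive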
DYRK1A inh = blocks rat Dyrk1A kinase activity; Q63470; ADP-Glo luminescence, NFATc1 peptide; inhibition, % at 12.5 µM; actives 0.43% (n = 310,000); AID 504441; in the data active means inhibition above about 50%;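 further: plate controls were vehicle with enzyme for no effect and no enzyme for full effect; many of its hits are not listed in these tables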
HDAC3 inh = blocks human histone deacetylase 3; inhibition, % at 8.3 µM; actives 0.15% (n = 320,000); O15379; recombinant HDAC3, fluorogenic peptide/trypsin coupled, fluorescence; in the data active means inhibition above about 26%, passing the limit was not always enough; inconclusive means no clear call, values can overlap the other calls
Target sequence (O15379 whole entry, looked up): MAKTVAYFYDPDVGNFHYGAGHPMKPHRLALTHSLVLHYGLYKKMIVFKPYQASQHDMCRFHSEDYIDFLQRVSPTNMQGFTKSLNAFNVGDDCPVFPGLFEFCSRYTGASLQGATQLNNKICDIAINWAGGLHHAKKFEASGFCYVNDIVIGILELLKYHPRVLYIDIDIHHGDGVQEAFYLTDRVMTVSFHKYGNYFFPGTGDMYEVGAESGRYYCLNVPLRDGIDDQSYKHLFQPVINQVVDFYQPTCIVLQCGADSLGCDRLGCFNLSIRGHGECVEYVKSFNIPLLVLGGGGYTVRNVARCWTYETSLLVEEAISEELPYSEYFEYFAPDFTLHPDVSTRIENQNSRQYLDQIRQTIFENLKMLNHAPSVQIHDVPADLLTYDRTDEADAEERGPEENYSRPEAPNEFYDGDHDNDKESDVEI
Platelet DG rel = platelet dense granule release activity; human platelet-rich plasma, SFLLRN dense granule ATP release, luminescence; inhibition, %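 (compounds screened at 7.5 µM in platelet-rich plasma)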; actives 0.22% (n = 300,000); AID 1663;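 active means mean replicate score, as percent of positive control, at or above 50; inconclusive means mean below 50 but at least one replicate at or above 50; inactive means mean and every replicate below 50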
* marks the source's active call; other numbers are inactive results; i = inactive; ? = inconclusive; nt = no result given. A portion of the library; count on the stated rates, not on these rows.

SMILES | HSF-1 act | AI-2 QS modul | HSP90 inh | GSK3 alpha inh | PolyA inhibitor | HSF1 inhib | GSK3beta inhib | DYRK1A inh | HDAC3 inh | Platelet DG rel
COc1ccccc1C(=O)Nc1ccccc1C(=O)Nc1ccccc1 | 21 | 26 | nt | -2 | i | 1 | 5 | nt | -2 | 12
Cc1noc(C)c1C(=O)N1CC(C)OC(C)C1 (centres undefined) | -1 | 5 | 0 | 0 | i | 1 | 2 | 1 | 1 | 9
CC1CCC(C(C)C)C(OC(=O)CSc2n[nH]c(=O)[nH]c2=O)C1 (centres undefined) | 1 | 21 | -3 | -3 | i | 1 | -4 | -1 | -4 | -1
COc1ccc(-c2nc(CS(=O)CC(=O)NCCCN3CC(C)CC(C)C3)c(C)o2)cc1OC (centres undefined) | 9 | 5 | 6 | 3 | i | 2 | 5 | 8 | -5 | 2
CCc1cc(=O)oc2cc(C)cc(OC(C)C(=O)NCC(O)c3ccccc3)c12 (centres undefined) | 7 | 3 | -1 | 0 | i | -6 | -1 | 2 | -25 | 3
C=CCOC(=O)C1=C(C)NC(SCC)=C(C#N)C1c1ccc(Cl)cc1 (centres undefined) | -42 | 26 | -3 | 2 | i | -21 | -2 | -1 | 10 | nt
Cc1ccc(S(=O)(=O)N2CCOCC2)cc1NC(=O)COc1ccc2c(C)cc(=O)oc2c1 | 24 | 12 | 4 | 2 | i | 2 | 0 | 0 | -14 | -8
Cc1ccc(NC(=O)C2CCN(c3cnccn3)CC2)cc1C | 16 | 25 | -1 | -1 | i | 1 | 1 | -1 | 6 | -1
O=C1CC(=O)Nc2cc(S(=O)(=O)Nc3cccc(C(F)(F)F)c3)ccc2N1 | -21 | 1 | 1 | 3 | i | 0 | -3 | 0 | -6 | 1
CC(=O)Nc1ccc(S(=O)(=O)Oc2ccc3c(c2)C(C)=CC(C)(C)N3)cc1 | 11 | 37 | -8 | -2 | i | 12 | 2 | nt | 1 | -5
COc1cccc(CNC(=O)c2ccc(C(=O)NCc3cccc(OC)c3)cc2)c1 | 15 | 25 | 4 | -4 | i | -6 | 1 | 0 | -7 | 5
O=C(c1ccco1)N1CCN(CCCCOc2ccc(F)cc2)CC1 | -2 | -10 | 6 | -1 | i | -1 | 1 | -3 | 0 | -9
CCCCNC(=O)c1cc(-c2ccc(OC)c(OC)c2)on1 | 9 | 11 | 2 | -1 | i | 4 | 1 | 2 | -5 | -2
Cc1cc(=O)oc2cc(OCC3CC(c4ccc(Cl)cc4)=NO3)ccc12 (centres undefined) | -5 | 14 | 6 | nt | i | 1 | 2 | 0 | -8 | -6
Cc1ccc(C)c(NC(=O)c2cc3ccccn3n2)c1 | -5 | 2 | 1 | 0 | nt | 1 | 1 | 4 | 3 | 5
NS(=O)(=O)c1ccc(NC(=O)/C=C/c2cn(-c3ccccc3)nc2-c2cccc(Cl)c2)cc1 | 32 | 18 | 2 | -1 | i | 10 | 4 | 2 | -4 | 2
CN1CCN(C(=O)c2ccc(CN(c3ccccc3)S(=O)(=O)c3ccccc3)cc2)CC1 | 12 | 30 | -3 | -3 | i | -1 | 2 | 12 | 4 | 10
CN(C(=O)c1c(Cl)cnn1C)C12CC3CC(CC(C3)C1)C2 | -17 | 23 | 5 | -1 | i | 2 | 3 | -2 | 2 | -4
Oc1oc(-c2ccccc2Br)nc1C=Nc1ccc(Br)cn1 | 9 | 6 | -1 | 0 | i | 8 | -1 | -3 | -4 | -1
CCOc1cccc(OCCOc2ccc(C(=O)c3ccccc3)cc2)c1 | 5 | 23 | -5 | 0 | i | 14 | -2 | 0 | nt | -11
Cc1cc(NC(NC(=O)c2ccco2)(C(F)(F)F)C(F)(F)F)no1 | 3 | 4 | 6 | -2 | i | -7 | 0 | 1 | 2 | -2
COc1cc(C(=O)NC2CCN(CC(=O)NC3CCCCC3)CC2)cc(OC)c1OC | -4 | -1 | 0 | 0 | i | -8 | -8 | -8 | 2 | 0
CCC(C(=O)Nc1ccccc1C(=O)N1CCOCC1)N1C(=O)c2ccccc2C1=O (centres undefined) | 0 | 7 | 5 | -2 | i | 5 | 2 | -14 | 2 | 3
CCCCC(=O)Nc1ncc(S(=O)(=O)c2ccc([N+](=O)[O-])cc2)s1 | -3 | 23 | 2 | 0 | i | -5 | 0 | -1 | -2 | 1
CCC(=O)NCCCCCCNC(=O)CC | -22 | 32 | 1 | -2 | i | -2 | 4 | 1 | 2 | 4

Full records as entered above. Screens in order: HSF-1 act | AI-2 QS modul | HSP90 inh | GSK3 alpha inh | PolyA inhibitor | HSF1 inhib | GSK3beta inhib | DYRK1A inh | HDAC3 inh | Platelet DG rel
CCC(=O)NCCCCCCNC(=O)CC as listed: -22 | 32 | 1 | -2 | i | -2 | 4 | 1 | 2 | 4
CCCCNC(=O)c1cc(-c2ccc(OC)c(OC)c2)on1 as listed: 9 | 11 | 2 | -1 | i | 4 | 1 | 2 | -5 | -2

Later entries.
SMILES | HSF-1 act | AI-2 QS modul | HSP90 inh | GSK3 alpha inh | PolyA inhibitor | HSF1 inhib | GSK3beta inhib | DYRK1A inh | HDAC3 inh | Platelet DG rel
O=C(N/N=C/c1coc2ccccc2c1=O)c1cc2ccccc2o1 | -11 | 13 | 1 | nt | i | -4 | 1 | -2 | nt | -3
CCn1c(SCCC(=O)O)nnc1-c1cccnc1 | -17 | 20 | -2 | 0 | nt | -5 | -21 | -1 | 5 | 1
O=c1c2cc(Br)ccc2nc(-c2cccc(Cl)c2)n1O | 8 | 14 | 0 | -1 | i | 10 | 1 | -2 | 2 | 2
CCCCC(=O)NC(=S)NNC(=O)CCc1ccccc1 | nt | ? | 7 | -3 | i | nt | 4 | -2 | 2 | -1
COC(=O)c1ccccc1NC(=O)c1nc2nc(C)cc(C(F)F)n2n1 | -5 | 11 | -2 | -1 | i | -5 | -3 | 6 | 0 | -10
O=C(O)c1ccc(CSc2nnc(-c3ccccc3Br)o2)cc1 | 3 | 29 | 0 | 2 | i | 2 | 2 | nt | -3 | 1
CCC(C(=O)OCC(=O)Nc1c(Cl)cc(Cl)cc1Cl)c1ccccc1 (centres undefined) | 13 | 1 | 2 | 0 | i | -7 | -2 | 2 | 6 | -5
O=C(NCc1ccccc1)c1c(F)c(F)c(F)c(F)c1F | 18 | 9 | -4 | -1 | i | -4 | -1 | -10 | 3 | nt
Cc1ccc(CCNc2ccccc2C)cn1 | 0 | -7 | -1 | -1 | i | -1 | -2 | 4 | 7 | -6
Cc1ccc(NC(=O)c2nc(S(=O)(=O)Cc3ccccc3)ncc2Cl)cc1 | -96 | 28 | -1 | 1 | i | -95* | 2 | -5 | 8 | 23
CCCCOc1ccc(C2/C(=C(/O)c3ccc4c(c3)CC(C)O4)C(=O)C(=O)N2CCCN2CCOCC2)cc1OC (centres undefined) | -3 | 4 | 2 | -1 | i | 4 | 1 | 2 | -4 | 7
NC(=O)CC[C@@H]1NC(=O)[C@@H]2CCCN2C(=O)c2cc([N+](=O)[O-])cc(F)c2NCCC[C@@H](C(N)=O)NC1=O | 2 | 15 | -2 | 0 | i | 1 | 0 | 3 | 3 | -3
CCCCn1c(N)c(N(Cc2ccccc2OC)C(=O)CCSC)c(=O)[nH]c1=O | 4 | 21 | -7 | nt | i | 4 | 1 | -3 | -5 | -3
CCOc1ccccc1N(CC(=O)Nc1ccccc1C(=O)N1CCOCC1)S(C)(=O)=O | 5 | 22 | -2 | -2 | i | 1 | 2 | -5 | -1 | 2
Cc1ccc[n+](CC(=O)N2CCCCC2)c1C | -2 | 12 | 1 | 1 | i | -5 | 2 | -9 | 6 | 17
Cc1ccc(S(=O)(=O)N2CCN(Cc3cccnc3)CC2)cc1 | 5 | 18 | -1 | -4 | i | -1 | 3 | nt | 3 | -7
Cc1c(NC(=O)/C=C/c2cccs2)c(=O)n(-c2ccccc2)n1C | 6 | 27 | -1 | -2 | i | -5 | 0 | 3 | 6 | 0
O=C(O)c1cccnc1 | 24 | 41 | -1 | -1 | i | 16 | -6 | 4 | 1 | 16
CCOC(=O)c1nc(NNC(=O)c2ccc([N+](=O)[O-])cc2)sc1C | -5 | 7 | -3 | 0 | i | -3 | 1 | nt | -2 | 4
CSCCC(NS(=O)(=O)c1ccc2[nH]c(=O)c(=O)[nH]c2c1)C(=O)O (centres undefined) | 4 | nt | -3 | -3 | i | 8 | nt | 0 | 4 | 4
CC(C)OC(=O)C1CC(C)(O)C(=O)C(C(=O)OC(C)C)C1c1ccc([N+](=O)[O-])cc1 (centres undefined) | -14 | 7 | 1 | 0 | i | 9 | 1 | -9 | 6 | 3
CCOC(=O)N1CCC(NC(=O)c2cc(-c3ccc(OC)cc3)nc3ccccc23)CC1 | 13 | 24 | 0 | 0 | i | 4 | 0 | nt | -3 | 4
CSc1ccc(COC(=O)c2cc([N+](=O)[O-])ccc2N2CCOCC2)cc1 | -35 | 38 | nt | 0 | i | -29 | -9 | 7 | -8 | -10
CCCn1c(C(C)NC(=O)c2ccccc2)nc2ccccc21 (centres undefined) | -1 | 24 | 2 | nt | i | 0 | 3 | -1 | nt | 7
COc1cccc(CNC(=O)C2CCC(CNS(=O)(=O)c3cccc4cccnc34)CC2)c1 (centres undefined) | 11 | 12 | 4 | -2 | i | 0 | 1 | -2 | 0 | -5

Next structures
SMILES | HSF-1 act | AI-2 QS modul | HSP90 inh | GSK3 alpha inh | PolyA inhibitor | HSF1 inhib | GSK3beta inhib | DYRK1A inh | HDAC3 inh | Platelet DG rel
COc1cc(NS(=O)(=O)c2ccc3c(c2)NC(=O)CO3)cc(OC)c1 | 8 | -9 | 3 | -2 | i | 0 | 2 | 2 | 4 | 5
CN(CCCNC(=O)CSc1cc(=O)n(C)c2cc(Cl)ccc12)Cc1ccccc1 | 12 | 8 | -3 | -3 | i | -8 | -1 | -3 | 1 | -2
N#Cc1ccc(CSc2nnc(-c3ccccc3)n2Cc2ccco2)cc1 | 39 | 3 | -2 | 0 | i | 22 | 0 | 6 | -1 | -2
O=C(COC(=O)c1cc2c(s1)CCCC2)Nc1ccc(Cl)cn1 | -13 | -2 | 0 | 7 | i | 3 | 3 | -2 | 2 | 10
COc1ccc(N(CC(=O)NCc2ccc(F)cc2)C(=O)c2snc(C(N)=O)c2N)cc1 | -4 | 18 | 2 | 1 | i | 3 | 4 | -1 | -14 | -34
O=C(Nc1cc(F)c(Br)cc1F)c1ccc(Cl)cc1 | 26 | 8 | 2 | -3 | i | 13 | -12 | -5 | -5 | 3
O=C(/C=C1\SC(=O)NC1=O)Nc1ccc(C(=O)O)cc1 | 0 | 9 | 1 | -3 | i | -4 | -5 | -4 | 5 | 6
O=C(NC1CCCC1)C(c1ccncc1)N(Cc1ccccc1F)C(=O)c1csnn1 (centres undefined) | 5 | 38 | 3 | 1 | i | -1 | -1 | -3 | -14 | -38
CCCC(=O)Nc1ccc2c(c1)nc(CCN1CCCCC1)n2C | 32 | 29 | 1 | -2 | i | 5 | -3 | -4 | -5 | -12

Screening data as filed in PubChem BioAssay.
